Screening data (PubChem BioAssay)
LAP4-GFP MLPCN: modulators of LAP4-GFP expression in yeast, primary screen, S. cerevisiae, multiplex flow cytometry, MLPCN library; 3 h; median GFP as percent of DMSO wells; GFP response vs DMSO, % at 10 µM; actives 0.34% (n = 320,000);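 active = GFP response vs DMSO above a set limit, about the screen mean plus 3 SD, cut at about 150% in these data; inconclusive = under 70 cell events counted for the yeast strain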
CR mimetic SO: reduction of superoxide in aged yeast, primary screen, HTS; superoxide response (% of plate mean), % at 10 µM; actives 0.18% (n = 330,000); S. cerevisiae aged cells, superoxide DHE fluorescence; stronger effect = lower value;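 active = superoxide response under a set limit, about three screen SD below normal, cut at about 65% in these data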;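 note: yeast aged for seven days with compound at 30 °C before DHE staining; 100% = average MFI of all compound-treated wells on the plate with controls excluded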
JMJD2C inh: inhibitors of GASC-1 histone demethylase, primary screen, biochemical, fluorescence, DELFIA europium; actives 0.069% (n = 330,000); GST-JMJD2C(1-420) H3K9me3 demethylation; inhibition, % at 2.35 µM; Lysine-specific demethylase 4C (Homo sapiens), Q9H3R0;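 active = more than half of a compound's replicate wells show inhibition beyond 50%, single wells judged on their own value; inconclusive = some, but no more than half, of replicates pass 50% inhibition; inactive = no replicate passes 50% inhibition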;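 note: signal counts dimethyl H3K9 product captured on neutravidin plate; 0% = median of DMSO wells and 100% = 0.3 times that DMSO median; strong numbers were not always called active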
MEP2-GFP yeast: modulators of MEP2-GFP levels in yeast, primary screen, S. cerevisiae, multiplex flow cytometry, MLPCN library; S. cerevisiae MEP2-GFP strain, 3 h; 100% = DMSO control level; GFP response vs DMSO, % at 10 µM; actives 0.51% (n = 330,000); AID 2016, 2009;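 active = GFP response versus DMSO above a set limit, roughly screen mean plus 3 SD, cut at about 180% in these data; inconclusive = fewer than 70 cells counted for a yeast strain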;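 note: median GFP fluorescence of the barcode-gated MEP2-GFP cells per well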
proCasp7 act: procaspase-7 activators, primary screen, counter-screen for procaspase-3 activator project, biochemical, absorbance, HTS, human; recombinant procaspase-7, Ac-DEVD-pNA absorbance 405 nm; D23A/D198A/D206A triple mutant, cannot self-cleave; scale: DMSO 0, 5 µM enzyme 100; AID 463210, 2010; activation, % at 8.5 µM; actives 0.093% (n = 330,000);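 active = percent activation above the screen-wide mean plus 3 SD, cut at about 25% in these data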
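Assay system: Uncleavable procaspase-7 mutant enzyme | Input: 2 µM procaspase-7 mutant as dispensed | Timing: 1 h compound preincubation, 2 h substrate cleavage, 25 °C | Repeats: One well per compound | Control set: DMSO wells as 0%, DMSO with 5 µM added PC-7 as 100% | Technique: Epi-absorbance of released pNA at 405 nm, two timepoints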
AHR activator: AHR activators, primary screen, cell-based, luminescence, luciferase reporter, human | activation, % at 5 µM | AHR-responsive luciferase reporter cells | Aryl hydrocarbon receptor (Homo sapiens), P35869 | actives 2.5% (n = 320,000); in the data active = activation above about 47%;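 note: 0% = vehicle wells and 100% = reference agonist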
Target sequence (P35869 whole entry, looked up): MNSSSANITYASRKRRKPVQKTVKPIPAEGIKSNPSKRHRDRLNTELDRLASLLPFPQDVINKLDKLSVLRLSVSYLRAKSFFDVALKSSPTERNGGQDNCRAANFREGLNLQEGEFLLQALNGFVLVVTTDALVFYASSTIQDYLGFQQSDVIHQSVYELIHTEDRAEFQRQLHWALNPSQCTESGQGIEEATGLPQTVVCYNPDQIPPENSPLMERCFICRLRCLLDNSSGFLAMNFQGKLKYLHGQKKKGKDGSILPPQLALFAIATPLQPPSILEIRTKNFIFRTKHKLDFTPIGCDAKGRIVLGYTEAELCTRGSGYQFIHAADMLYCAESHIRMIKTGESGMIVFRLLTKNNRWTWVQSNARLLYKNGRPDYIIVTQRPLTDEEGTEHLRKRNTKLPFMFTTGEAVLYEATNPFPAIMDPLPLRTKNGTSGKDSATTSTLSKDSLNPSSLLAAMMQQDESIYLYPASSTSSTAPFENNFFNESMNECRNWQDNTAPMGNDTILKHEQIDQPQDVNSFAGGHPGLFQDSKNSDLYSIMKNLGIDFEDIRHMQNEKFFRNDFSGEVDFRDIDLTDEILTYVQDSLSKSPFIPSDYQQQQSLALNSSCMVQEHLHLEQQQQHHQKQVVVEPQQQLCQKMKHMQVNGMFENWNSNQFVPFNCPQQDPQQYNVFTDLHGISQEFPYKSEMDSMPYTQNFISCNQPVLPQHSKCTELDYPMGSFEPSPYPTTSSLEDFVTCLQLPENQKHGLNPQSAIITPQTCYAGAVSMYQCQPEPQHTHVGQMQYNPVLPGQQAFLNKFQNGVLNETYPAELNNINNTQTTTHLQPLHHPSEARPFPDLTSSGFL
RPL19A-GFP yeast: RPL19A-GFP expression modulators in yeast, primary screen, cell-based, S. cerevisiae, multiplex flow cytometry, MLPCN; S. cerevisiae RPL19A-GFP strain, 3 h; stronger effect = lower value; percent response vs DMSO, % at 10 µM; actives 0.3% (n = 330,000);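 active = percent response vs DMSO below 50%; inconclusive = fewer than 70 events counted for the yeast strain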;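 note: median channel GFP fluorescence of the barcoded RPL19A-GFP strain; ratio of sample median GFP to plate DMSO average so 100% = DMSO; lower means less RPL19A-GFP as with rapamycin TOR inhibition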
proCasp3 act: activators of human procaspase-3 D3A mutant, primary screen, biochemical, absorbance, PC-3 D3A mutant, single concentration; AID 463141, 2010; activation, % at 8.5 µM; recombinant procaspase-3 D3A, Ac-DEVD-pNA absorbance 405 nm; actives 0.11% (n = 330,000);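 active = activation above the mean of all tested compounds plus 3 SD, cut at about 21% in these data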;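 note: 0% = DMSO alone and 100% = DMSO wells spiked with extra 5 µM PC-3 D3A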
Target sequence (P42574 whole entry D9A/D28A/D175A): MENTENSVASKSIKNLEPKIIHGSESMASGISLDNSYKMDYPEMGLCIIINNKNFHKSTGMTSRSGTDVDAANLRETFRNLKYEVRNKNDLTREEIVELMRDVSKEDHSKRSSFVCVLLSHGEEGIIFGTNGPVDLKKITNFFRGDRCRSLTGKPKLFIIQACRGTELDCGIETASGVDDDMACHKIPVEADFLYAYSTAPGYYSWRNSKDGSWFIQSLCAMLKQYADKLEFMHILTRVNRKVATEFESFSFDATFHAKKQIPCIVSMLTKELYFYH
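System: Procaspase-3 D3A mutant. Medium: Zinc-free 300 mM NaCl, 50 mM HEPES, 0.01% Triton X-100. Schedule: 1 h preincubation plus 2 h reaction at 25 °C. Measured by: 405 nm absorbance of p-nitroaniline, reads at 0 and 120 min. Read-out: percent activation relative to control range.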
* = called active by the depositor; i = inactive; ? = inconclusive; . = not tested or not shown.

SMILES	LAP4-GFP MLPCN	CR mimetic SO	JMJD2C inh	MEP2-GFP yeast	proCasp7 act	AHR activator	RPL19A-GFP yeast	proCasp3 act
CCCOc1ccc(C2NC(=O)NC2=O)cc1 (stereo unspecified)	102	94	9	99	6	0	97	2
CCOC(=O)CCc1nc2ccccc2[nH]c1=O	88	111	4	100	8	-1	98	1
COc1cc(NS(=O)(=O)c2ccc(NC(=S)NC(C)=O)cc2)nc(OC)n1	102	96	10	105	3	-2	98	0
O=C(NC(=S)N(CCc1ccccc1)CCc1ccccc1)c1ccco1	98	107	17	108	-3	-2	99	-1
CCOc1ccc(-c2cc(N3C(=O)Nc4ccccc4N3O)n[nH]2)cc1	90	116	9	105	1	30	106	-1
CCOC(=O)c1c(C)c(C(=O)NCCCOC(C)C)c(C)n1C	102	90	i	106	3	3	102	-2
Cc1ccc(OC(C)C(=O)N=Nc2c(O)[nH]c3ccc([N+](=O)[O-])cc23)cc1 (stereo unspecified)	92	167	3	102	1	21	104	4
O=C(O)c1ccc2c(c1)CC(c1ccccc1)OC2=O (stereo unspecified)	100	111	-26	102	3	3	99	6
Cc1c(Cl)c([N+](=O)[O-])nn1CCCC(=O)Nc1c(C)n(C)n(-c2ccccc2)c1=O	116	103	-1	114	7	-1	106	3
CCOc1ccccc1NC(=O)C(NC(=O)C1CCC(C)CC1)C(C)C (stereo unspecified)	114	102	-1	107	1	3	104	9
COc1cccc(Nc2nc(-c3ccccc3)nc3ccccc23)c1	115	91	-4	109	4	54*	103	-6
CC/C(=N\NC(=O)c1cc(C)nc2ccccc12)c1ccc(C)s1	91	110	7	92	-2	0	94	-2
Cc1onc(-c2ccccc2Cl)c1C(=O)OCC(=O)N1CCCc2ccccc21	98	91	-8	103	-3	3	98	-4
NC(=O)c1cccc2c1-c1ccccc1/C2=N/NC(N)=S	96	98	8	100	0	6	91	-9
CN(C)CCCN1C(=O)c2oc3ccccc3c(=O)c2C1c1cccs1 (stereo unspecified)	105	97	4	106	-15	2	98	-6
Cc1c(CN(C)C(=O)/C=C/c2ccc([N+](=O)[O-])cc2)cnn1C	99	92	-6	106	5	3	106	-6
Cc1nc(C)c(-c2ccccc2)c(=O)[nH]1	93	99	4	99	9	2	94	-4
C=CC[C@]12C=C(OC)C(=O)C=C1O[C@@H](c1ccc3c(c1)OCO3)[C@H]2C	100	82	-7	104	-10	11	97	4
COc1ccccc1NC(=O)c1ccccc1Oc1ccccc1	85	110	11	109	3	6	97	-4
Cc1ccccc1OCC(O)Cn1nnc2ccccc21 (stereo unspecified)	111	86	-19	106	-6	15	103	-11
COC(=O)[C@]12C(=O)C(C)=C(O)[C@@]1(C)C(C)=CC1[C@@]34CC[C@@H](OC(C)=O)C(C)(C)C3C(C[C@]12C)OC4=O (stereo partly specified)	102	78	22	100	0	-2	100	-1
COc1ccc(NC(=O)N2CCN(C(=O)Nc3ccc(OC)cc3)CC2)cc1	97	82	0	101	0	0	96	1
O=C(NCC(c1cccs1)N1CCc2ccccc21)c1ccccc1 (stereo unspecified)	99	99	105	105	7	2	103	2
O=C(CCS(=O)(=O)c1cccc2nonc12)NCCc1ccccc1Cl	102	66	4	103	-12	13	104	-10
Cc1ccccc1C(OCCN(C)C)C1CCCCC1 (stereo unspecified)	87	96	8	94	-8	1	102	7
CC(C)Nc1nnc(SC(C)C(=O)NCc2ccc3c(c2)OCO3)s1 (stereo unspecified)	99	94	1	101	0	-1	97	-5
O=C(COc1ccc2ccccc2c1)Nc1cccc(C(=O)Nc2ccccc2C(=O)O)c1	89	116	4	98	3	7	106	10
O=C(NCCSc1ccccc1)c1ccccc1Cl	97	93	0	101	3	-1	100	0
Cc1nc2sccn2c(=O)c1Cl	109	92	-14	105	14	0	102	-2
Cc1ccccc1NC(=S)N1CCN(c2ccccc2)CC1	91	100	-3	103	-8	0	102	-3
N#Cc1ccc(OC(=O)C2CCN(C3=NS(=O)(=O)c4ccccc43)CC2)cc1	100	100	6	111	-2	-1	100	5
COc1ccccc1/C=N/NC(=O)c1ccc(C)nc1	99	95	14	105	4	10	104	20
CCOC(=O)c1ccccc1NC(=O)CSc1nnnn1C	94	96	-36	93	-12	4	95	2
Cc1cccc(NC(=O)c2cccnc2Oc2ccccc2)c1C(=O)O	89	117	-11	101	-14	1	100	-6
COc1ccc(NC(=O)N2CCCC2C(=O)NCc2ccccc2Cl)cc1 (stereo unspecified)	81	98	-6	100	-5	1	107	-2
COC(=O)c1ccccc1NC(=O)c1cnc2sccn2c1=O	102	122	-17	108	-3	8	95	3
CCS(=O)(=O)c1ccc2c(c1)N(S(=O)(=O)c1ccccc1)CC(C(=O)O)O2 (stereo unspecified)	92	99	-10	95	-6	-1	96	-3
CCc1ccc(NC(=O)Cn2c(=O)oc3cc(S(=O)(=O)N4CCOCC4)ccc32)cc1	113	110	5	103	-9	1	107	7
COCCC(=O)NNS(=O)(=O)c1ccc(Cl)cc1	96	92	2	96	6	-1	104	5
COc1ccc(OCC(=O)Nc2ccccc2N2CCCCC2)cc1	105	87	3	97	-1	0	96	-6
CCOc1ccc(S(=O)(=O)N/N=C(\C)C2CCCCC2)cc1	85	90	3	98	-3	1	99	1
O=C(CSc1nc2ccccc2[nH]1)NCc1ccc2c(c1)OCO2	108	97	14	103	-5	55*	111	4
COc1ccc(S(=O)(=O)Nc2c(C)ccc3nsnc23)cc1OC	109	112	1	110	-13	9	105	2
CN1C(=O)c2ccc(NC(=O)CCS(=O)(=O)c3ccccc3)cc2C1=O	99	84	-18	86	3	0	92	-1
COc1ccc(C(=O)N2CCC(=O)N(C(CO)Cc3ccccc3)CC2)cc1 (stereo unspecified)	109	95	11	90	0	-1	102	2
O=C(NCCCN1CCOCC1)C(=O)N/N=C/c1c(Cl)cccc1Cl	97	79	-1	106	13	1	105	0
NC(=O)c1c(NC(=O)C2COc3ccccc3O2)sc2c1CCN(Cc1ccccc1)C2 (stereo unspecified)	112	95	16	103	0	-1	103	0
CCCC(=O)Nc1nnc(/C=C/c2ccc(OC)cc2)s1	103	132	-7	103	3	4	99	-10
COc1ccc(OC2C(=O)N(c3ccc(C)c(C)c3)C2c2ccc(OC)c(OC)c2)cc1 (stereo unspecified)	93	92	-1	102	-7	3	107	6
CN1CCN(Cc2c(O)ccc3c(=O)c(Oc4ccccc4Cl)c(C(F)(F)F)oc23)CC1	100	102	-2	104	0	-1	99	5
O=C(CN1c2cccc3cccc(c23)S1(=O)=O)Nc1ccccc1Br	98	101	-8	89	-9	3	95	1
CC1(C)C(=O)Nc2ccccc2N1C(=O)COC(=O)C12CC3CC(CC(O)(C3)C1)C2	?	103	11	?	-5	-5	?	0
c1ccc(-c2nc3nc4ccccc4nc3n2CC2CCCO2)cc1 (stereo unspecified)	103	94	.	91	6	22	94	-2
Cc1cc(C(=O)N2CCc3c([nH]c4ccccc34)C2c2c(F)cccc2Cl)no1 (stereo unspecified)	100	95	17	97	-7	20	100	0
CC(NC(=O)CSc1ccccc1C(=O)O)C1CC2CCC1C2 (stereo unspecified)	78	102	6	91	6	2	83	-4
COc1ccc(N2CCN(C(=O)[C@H](C)N3C(=O)C4CC=CCC4C3=O)CC2)cc1 (stereo partly specified)	103	84	-2	102	7	2	101	-6
Cc1cc(=O)[nH]c(SCC(=O)NCC2CCCO2)n1 (stereo unspecified)	113	96	3	99	5	-2	103	10
CCCCCCN1CC(O)=C(c2nc3ccccc3[nH]2)C1=N	94	96	4	102	9	13	100	-1
COc1ccc(CCN(Cc2ccc(C(C)C)cc2)S(=O)(=O)c2ccc(S(=O)(=O)N(C)C)cc2)cc1OC	100	108	2	100	2	3	101	14
O=C(CSc1ccc(-c2ccccn2)nn1)Nc1ccccc1	99	102	6	99	4	3	98	5

Further structures
SMILES	LAP4-GFP MLPCN	CR mimetic SO	JMJD2C inh	MEP2-GFP yeast	proCasp7 act	AHR activator	RPL19A-GFP yeast	proCasp3 act
CC(C)(C)c1ccc2c(c1)OCC(C(=O)O)O2 (stereo unspecified)	99	94	13	107	11	4	100	-1
Cc1cc(C)n2nc(SCC(=O)Nc3c(C)n(C)n(-c4ccccc4)c3=O)nc2n1	106	85	-2	102	5	-1	101	1
CCOc1ccc(C2C(C#N)=C(N)Oc3nc[nH]c(=O)c32)cc1OC (stereo unspecified)	.	92	9	96	2	4	97	5
CCn1ncc(Br)c1C(=O)Nc1c(C)nn(Cc2c(F)c(F)c(F)c(F)c2F)c1C	65	109	-1	97	.	.	104	.
COc1ccccc1NS(=O)(=O)c1cc2c(cc1C)NC(=O)CO2	103	73	-8	98	8	1	99	6
COc1ccc2[nH]cc(CCNC(=S)NC3CCCC3)c2c1	105	87	4	104	15	9	108	2
CC1(C)Oc2ccc3ccc(=O)oc3c2/C(=C/NCCN/C=C2\C(=O)C(C)(C)Oc3ccc4ccc(=O)oc4c32)C1=O	90	93	1	97	3	1	102	2
Fc1ccc(N2CCN(c3ncnc4c3nnn4Cc3ccccc3Cl)CC2)cc1	98	90	-2	112	15	-1	101	0
COc1cccc(Cn2nc3c4cc(F)ccc4n(Cc4ccc(F)cc4)cc-3c2=O)c1	95	94	-9	107	4	-1	102	5
CCn1c(=O)c(C(=O)NCc2ccc(OC)cc2)c(O)c2ccccc21	99	99	-16	98	1	11	99	-9
Cc1cc(C(F)F)n2nc(C(=O)Nc3sc4c(c3C#N)CCC(C)C4)nc2n1 (stereo unspecified)	101	95	-3	98	-3	20	100	8
NC(=NC1CCCCC1)c1ccc([N+](=O)[O-])cc1	111	104	-2	110	-2	-1	102	0
COc1cc2ccnc(Cc3cccc(OC)c3OC)c2cc1OC	100	100	7	102	10	4	103	3
N/C(=N\OC(=O)c1cccc2ccccc12)c1ccccn1	110	131	8	101	4	61*	98	2
Nc1cc(N)nc(SCC(=O)N2CCCCC2)n1	99	116	4	95	-12	1	98	-1
O=C1N/C(=N/N=C/c2ccccc2O)SC1Cc1ccc(F)cc1 (stereo unspecified)	108	105	9	98	14	2	100	2

Looked up by compound from above, five records:
SMILES	LAP4-GFP MLPCN	CR mimetic SO	JMJD2C inh	MEP2-GFP yeast	proCasp7 act	AHR activator	RPL19A-GFP yeast	proCasp3 act
COc1cc2ccnc(Cc3cccc(OC)c3OC)c2cc1OC	100	100	7	102	10	4	103	3
N/C(=N\OC(=O)c1cccc2ccccc12)c1ccccn1	110	131	8	101	4	61*	98	2
CCn1c(=O)c(C(=O)NCc2ccc(OC)cc2)c(O)c2ccccc21	99	99	-16	98	1	11	99	-9
COc1ccccc1NS(=O)(=O)c1cc2c(cc1C)NC(=O)CO2	103	73	-8	98	8	1	99	6
Cc1cc(C)n2nc(SCC(=O)Nc3c(C)n(C)n(-c4ccccc4)c3=O)nc2n1	106	85	-2	102	5	-1	101	1
